# FAS TE block – blocks the thioesterase domain of human fatty acid synthase. inhibition, % at 15 µM. recombinant FAS-TE, OMFH fluorogenic substrate, fluorescence endpoint. hit rate 0.67% among 360,000. AID 602261. P49327;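 active = compounds whose normalised, plate-corrected inhibition of enzyme fluorescence in the single-dose primary screen is 50% or more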;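 also: 0% = DMSO with enzyme and 100% = substrate without enzyme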
# MsrA act – activates bovine MsrA enzyme. hit rate 0.3% among 360,000. AID 602163. purified bovine MsrA, absorbance read-out. activation, % at 10.6 µM; in the data active = activation above about 7.5%;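 also: 0% = vehicle and 100% = reference activator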
# Tb MetRS inh – blocks T. brucei methionyl-tRNA synthetase activity | purified T. brucei MetRS, ATP depletion, Kinase-Glo luminescence | inhibition, % at 11.9 µM | hit rate 0.4% among 360,000 | AID 624268;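 active = inhibition above a per-plate cutoff of the control wells' mean inhibition plus 3 SD, cut at about 5.5% in these data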;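 also: 0% = DMSO wells median and 100% = median of wells with control inhibitor compound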
#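 assay system = parasite MetRS enzyme | timing = 15 min preincubation, 2 h reaction, all 25 °C | evaluation = percent inhibition relative to median high and low control wells | medium = HEPES buffer containing pyrophosphatase, BSA, spermine, DTT | compound = single dose, 11.9 µM final nominal, 0.9% final DMSO | detection = Kinase-Glo luminescence, ATP depletion format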
# eLon inh – E. coli protease La inhibition. hit rate 0.42% among 360,000. AID 602123. purified E. coli Lon protease, fluorescence polarization. P0A9M0. inhibition, % at 7.94 µM; in the data active = inhibition above about 13%, passing the limit was not always enough;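 also: 0% = enzyme with probe and DMSO and 100% = no enzyme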
# CSN inh – blocks human CSN-mediated cullin deneddylation; Q92905; Purified CSN, SCF-Nedd8-OG deneddylation, fluorescence polarization; inhibition, % at 12.5 µM; hit rate 0.38% among 360,000; AID 651999;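 active = pattern-corrected inhibition above about 35%, with an unprinted fluorescence ratio check between 0.5 and 1.5, limit read from the data, passing the limit was not always enough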;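 also: 0% = enzyme with substrate and 100% = substrate without enzyme; some results filed as inactive read as strong as hits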
# Target sequence (Q92905 whole entry, looked up, one chain of several): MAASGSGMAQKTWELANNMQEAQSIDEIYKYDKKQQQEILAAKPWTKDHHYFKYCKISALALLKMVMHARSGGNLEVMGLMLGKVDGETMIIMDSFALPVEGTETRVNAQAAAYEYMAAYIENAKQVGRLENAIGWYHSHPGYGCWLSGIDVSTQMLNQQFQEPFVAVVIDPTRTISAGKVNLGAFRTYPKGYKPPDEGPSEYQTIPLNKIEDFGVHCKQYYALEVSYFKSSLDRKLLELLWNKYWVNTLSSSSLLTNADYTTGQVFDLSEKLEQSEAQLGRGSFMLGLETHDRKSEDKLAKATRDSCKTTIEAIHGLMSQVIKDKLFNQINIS
#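 Assay system: purified human Csn5 enzyme expressed in HEK293T cells; measure: % inhibition; also added: SCFSkp2-Nedd8OG substrate at 10 nM final; technique: fluorescence polarization; times: reaction 90 min, room temperature; medium: Tris buffer pH 7.5, NaCl, DTT, Tween-20, trehalose, ovalbumin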
# PABP1 MLLE inh – blocks PAM2 peptide binding to the PABP1 MLLE domain | GST-MLLE / FITC-PAM2 fluorescence polarization | P11940 | AID 588489 | inhibition, % at 20 µM | hit rate 0.36% among 360,000; in the data active = inhibition above about 35%, passing the limit was not always enough;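 also: plate controls were DMSO wells with GST-MLLE for no effect and wells lacking GST-MLLE protein for full effect; some results filed as inactive read as strong as hits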
# Target sequence (P11940 whole entry, looked up, the tested form may be a part): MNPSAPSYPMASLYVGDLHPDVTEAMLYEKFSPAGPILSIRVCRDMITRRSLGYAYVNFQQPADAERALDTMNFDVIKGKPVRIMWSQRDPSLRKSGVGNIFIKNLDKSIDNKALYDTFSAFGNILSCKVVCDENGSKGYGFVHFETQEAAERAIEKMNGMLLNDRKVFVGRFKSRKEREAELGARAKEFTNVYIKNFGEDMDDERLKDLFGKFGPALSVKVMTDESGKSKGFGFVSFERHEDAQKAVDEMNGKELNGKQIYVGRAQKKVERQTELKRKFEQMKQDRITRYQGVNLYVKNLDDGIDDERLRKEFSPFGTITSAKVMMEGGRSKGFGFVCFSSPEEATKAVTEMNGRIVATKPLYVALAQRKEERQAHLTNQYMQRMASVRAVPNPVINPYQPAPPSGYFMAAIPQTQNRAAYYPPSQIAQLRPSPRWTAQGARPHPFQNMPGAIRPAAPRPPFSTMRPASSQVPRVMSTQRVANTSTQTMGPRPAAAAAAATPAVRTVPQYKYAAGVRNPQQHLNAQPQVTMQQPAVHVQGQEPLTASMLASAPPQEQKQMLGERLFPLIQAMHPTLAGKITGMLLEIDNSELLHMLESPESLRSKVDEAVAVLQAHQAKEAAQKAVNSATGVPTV
# Rin1 Abl inh – inhibitors of human Rin1-Abl protein interaction | P00519+Q13671 | TR-FRET Rin1/Abl binding, biochemical | inhibition, % at 7.35 µM | hit rate 0.4% among 360,000 | AID 588664; in the data active = inhibition above about 5%, passing the limit was not always enough
# MsrA inh – bovine MsrA inhibition; inhibition, % at 15.5 µM; purified bovine MsrA, absorbance read-out; hit rate 0.75% among 360,000; in the data active = inhibition above about 4.5%;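 also: 0% = vehicle wells with enzyme and 100% = reference inhibitor wells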
# Neddylation inh – cullin neddylation inhibition; AID 651699; calls only at 25 µM; TR-FRET cullin neddylation, biochemical; hit rate 0.58% among 360,000; P61081+Q13564; in the data active = inhibition above about 36%
# Numbers without * were called inactive; i = inactive; . = not tested or not shown.
# Second line of a record: FAS TE block	MsrA act	Tb MetRS inh	eLon inh	CSN inh	PABP1 MLLE inh	Rin1 Abl inh	MsrA inh	Neddylation inh
O=C(CCC(=O)c1ccc(Cl)s1)Nc1ncccc1O
  0	-4	-0.4	10	0	16	1	1.1	i
Cc1ccc(CN2CC(C(=O)NNC(=O)c3ccc(F)cc3)CC2=O)cc1 (centres undefined)
  -8	-1	-0.3	8	0	-9	6	0.8	i
O=C1NCCc2c1[nH]c1ccccc21
  -6	1	1.2	-4	-2	11	4	-0.2	i
Cc1c(C#N)c2ncn(CCCN(C)C)c(=O)c2n1-c1ccccc1
  -4	0	-0.6	-6	1	18	2	-0.6	i
Nc1cc(=O)[nH]c2ncnn12
  -6	-9	0.0	-2	-2	-3	0	0.2	i
Cc1cc(SCc2ccccc2C)nc(=O)[nH]1
  -7	-8	-0.1	6	-3	-2	1	-0.3	i
NNC(=O)c1ccc(COc2ccc3ccccc3c2)cc1
  -2	-2	-0.3	-1	0	-8	-4	1.1	i
O=C(NCCCSc1ccccc1)c1cc(Cl)ccc1O
  11	-6	0.3	-12	0	8	3	-0.1	.
C(/CCc1ccccc1)=N\n1cnnc1
  -7	-1	-0.2	3	4	-7	2	-0.1	i
Cc1onc(-c2ccccc2)c1C(=O)NC1CC1
  -9	-10	-0.6	-3	-6	3	-1	0.0	i
CC(C)(C)C(=O)NCCc1nc2ccccc2n1CC(=O)c1ccccc1
  -3	-2	-0.6	-12	-1	10	3	0.5	i
CCn1cc([N+](=O)[O-])c(C(=O)Nc2c(C)nn(Cc3c(F)c(F)c(F)c(F)c3F)c2C)n1
  0	-1	0.3	-2	-5	-1	-1	-0.2	i
Cc1onc(-c2c(F)cccc2Cl)c1C(=O)Nc1cccc2nsnc12
  27	-5	-0.7	-2	-7	2	-4	0.5	i
CNc1ccccc1C(C)(C)c1cc(-c2ccco2)n[nH]1
  0	-1	-0.2	-5	7	17	3	-0.2	i
C=CCNC(=S)NNC(=O)C(CC(C)C)CC(C)O (centres undefined)
  -1	-11	-1.8	8	2	-2	3	-1.0	i
Cc1ccc(CCNC(=O)CNS(=O)(=O)c2ccc3nc(C)sc3c2)cc1
  -7	-5	-0.5	11	-3	8	6	-0.2	i
CCN1CCN(C(=O)CSc2nc3c(c(=O)n(C)c(=O)n3C)n2C)CC1
  -3	1	-0.5	2	-8	1	4	0.6	i
CCCCN=C1NC(=O)C(CC(=O)NCCc2ccc(OC)cc2)S1 (centres undefined)
  -6	-1	0.0	-11	0	-12	-1	-1.0	i
CC(C)OC(=O)c1nnc(Cc2ccc(Cl)cc2)o1
  4	-1	-1.8	3	0	3	-2	-0.3	i
CCOC(=O)Cc1csc(NC(=O)c2cc3ccccc3o2)n1
  -2	-2	-0.1	-1	-4	6	-4	1.8	i
O=C1NN(c2ccccc2)C(=O)/C1=C\c1ccccc1OCC(=O)N1CCOCC1
  -10	-4	0.1	5	6	12	0	1.1	i
O=c1[nH]c2ccccc2n1CCCSc1cnc2ccccc2n1
  8	2	0.1	7	0	11	-6	0.8	i
Cc1ccc(C(=O)NNC(=O)c2csc(N3CCOCC3)n2)o1
  -6	-9	-0.7	-15	1	9	2	0.0	i
CC(C)CC1NC(=O)N(CC(=O)Nc2cc(F)ccc2F)C1=O (centres undefined)
  -9	-2	-0.2	-2	4	-3	3	-0.3	i
CCCCNC(=O)c1ccc(-n2c(=S)[nH]c3ccccc3c2=O)cc1
  -5	4	0.3	-8	-2	-42	-5	1.2	i
O=C(Cn1cnc2cc([N+](=O)[O-])ccc2c1=O)NCc1ccccc1
  19	-3	-0.1	4	0	6	1	1.0	i
CC(C)CN(C(=O)COC(=O)c1ccc(Br)cc1)c1c(N)n(Cc2ccccc2)c(=O)[nH]c1=O
  -9	-6	-0.5	3	4	1	-2	1.0	i
CCC1CCCCN1C(=O)COc1ccc(F)cc1 (centres undefined)
  -4	-3	-0.1	5	-2	-10	4	-0.9	i
CCCC/C=C1/CCC(CN(C)C)C1=O (centres undefined)
  -6	-8	-0.3	-5	1	14	5	.	i
Cc1c(C(=O)N2c3ccccc3CC2C)oc2ccccc12 (centres undefined)
  23	-1	0.8	-16	-2	-1	-2	-0.5	i
O=C(C1CCCN(S(=O)(=O)c2cccc3nsnc23)C1)N1CCc2ccccc21 (centres undefined)
  15	-1	0.3	0	3	1	-3	0.1	i
CCOC(=O)c1c(NC(=S)Nc2ccc(OC)cc2)sc2c1CCCCC2
  14	-8	-1.2	-9	-5	19	-3	0.5	i
CCc1ccc(NC(=O)CCNS(=O)(=O)c2cccc3nonc23)cc1
  2	-1	-0.6	-14	-3	-12	-1	2.1	i
O=C(NC1CCCCC1)c1ccc(CS(=O)(=O)c2ccc(Cl)cc2)o1
  1	-3	-0.4	2	-1	-4	-2	-0.3	i
O=C(Nc1nnc(COc2ccccc2F)s1)Nc1ccccc1F
  3	-3	15*	4	7	5	1	0.4	i
Cc1ccc(CCNC(=O)C23C[C@H]4C[C@@H](C2)CC(n2nnc(C)n2)(C4)C3)cc1
  0	-1	-0.9	-10	0	1	-2	-0.7	i
CCOC(=O)c1c(NC(=O)c2ccc(Cl)s2)sc(C)c1C
  -2	-1	-0.2	-3	-9	23	1	1.2	i
CC(C)(C)c1ccc(C(=O)Nc2cccc(-n3cnnn3)c2)cc1
  42	-4	0.7	-7	-3	-1	2	0.0	i
CC(=NNC(=O)c1ccncc1)c1ccc(Cl)cc1Cl
  -4	2	-0.3	-7	1	-18	1	-0.7	i
COc1ccc(C2=CC(=O)CC(C)(C)C2)cc1OC
  -13	-11	0.0	-3	0	1	2	4.8*	i
Cn1c(SCC(=O)OC2CCCCC2)nnc1-c1ccc2c(c1)OCO2
  -6	-3	-1.8	8	0	-6	3	0.9	i
O=C(COC(=O)Cc1ccc2c(c1)OCCO2)Nc1ccc(S(=O)(=O)N2CCCC2)cc1
  -78	-5	-1.2	-1	0	2	2	0.7	i
COc1cccc(-c2nnn(CC(=O)NC3CCCC3)n2)c1OC
  -8	-6	-0.6	-5	-6	0	-3	0.5	i
Cc1cc(C)n(-c2nc(C)nc3c2cnn3-c2ccccc2)n1
  16	-2	0.2	-18	-6	-8	-1	-0.6	i
COc1ccc(CCNC(=O)COc2ccc(-c3ccc(C)cc3)cc2)cc1OC
  -1	-2	-0.2	-1	4	6	-5	0.3	i
COc1cccc(NC(=O)Nc2cccn(Cc3ccccc3)c2=O)c1
  8	-1	0.2	8	7	10	-5	0.6	i
CCc1nnc(NC(=O)CSc2nnc(C3CC3)n2C)s1
  -4	-1	0.3	5	1	-1	-4	0.7	i
O=C(CNC(=O)c1ccccc1)OC(C(=O)Nc1cc(C(F)(F)F)ccc1Cl)c1ccccc1 (centres undefined)
  13	-7	-3.0	3	2	-16	-2	-0.2	i
CCOc1ccc(S(=O)(=O)N2CCC(C(=O)N3CCCC3)CC2)cc1C
  2	-8	-0.9	-5	0	-19	0	-0.7	i
COc1ccc(C)cc1-n1c(SCC(=O)NCC2CCCO2)nc2c([nH]c3ccccc32)c1=O (centres undefined)
  -2	-13	-0.6	3	4	5	-3	2.0	i
Cc1ccc2c(COC(=O)c3n[nH]c4ccccc34)cc(=O)oc2c1
  -8	1	-0.2	-7	2	-6	4	1.3	i
CC(C)Cc1nnc(NS(=O)(=O)c2ccc([N+](=O)[O-])cc2)s1
  25	-2	0.6	9	5	-2	3	-0.5	i
Cc1cc(C(=O)CSc2ccc(Cl)cc2)cc(C)c1OC(=S)N(C)C
  21	-1	-0.4	2	2	9	0	0.4	i
COCC(C)n1c(C)cc(C(=O)COC(=O)c2ccc3ncsc3c2)c1C (centres undefined)
  1	-5	-0.6	-3	5	-3	2	-0.3	i
CCCCOc1ccc(C(=O)NN2CCOCC2)cc1
  -2	-1	-0.5	4	0	4	-2	-1.2	i
O=C(c1ccc([N+](=O)[O-])o1)N1CCCCCC1
  -3	0	-0.6	-8	4	4	-2	0.3	i
Cc1cccc(C)c1NC(=O)CN(C1CCCCC1)S(C)(=O)=O
  0	-14	-0.6	16	-5	-17	1	-0.7	i
CCOC(=O)N1CCN(S(=O)(=O)c2ccc3c(c2)CCN3C(=O)C2CC2)CC1
  -1	-2	-0.8	4	0	12	-2	0.5	i
CN(C)C(=O)c1c([N+](=O)[O-])ncn1C
  -12	-11	-1.3	-10	-13	4	-2	1.1	i
CCOc1ccccc1NC1=C(Cl)C(=O)N(Cc2ccccc2)C1=O
  26	-11	0.1	-3	-2	-9	3	1.0	i

# Single records, from the list above.
# Shown for O=C(c1ccc([N+](=O)[O-])o1)N1CCCCCC1 = FAS TE block = -3; MsrA act = 0; Tb MetRS inh = -0.6; eLon inh = -8; CSN inh = 4; PABP1 MLLE inh = 4; Rin1 Abl inh = -2; MsrA inh = 0.3; Neddylation inh = i
# Shown for CCCC/C=C1/CCC(CN(C)C)C1=O (centres undefined) = FAS TE block = -6; MsrA act = -8; Tb MetRS inh = -0.3; eLon inh = -5; CSN inh = 1; PABP1 MLLE inh = 14; Rin1 Abl inh = 5; MsrA inh = .; Neddylation inh = i

# Carrying on.
# Second line of a record: FAS TE block	MsrA act	Tb MetRS inh	eLon inh	CSN inh	PABP1 MLLE inh	Rin1 Abl inh	MsrA inh	Neddylation inh
C=CCC(CC)C(=O)NC(=O)N1CCCc2ccccc21 (centres undefined)
  -3	12*	0.1	-17	-4	-2	-3	0.2	i
COc1ccc(NC(=O)C(NC(C)=O)C(=O)Nc2ccc(F)cc2)cc1 (centres undefined)
  -8	-4	9.6*	-7	-3	3	0	0.3	i
CN(C)C(=O)c1ccc(N=Nc2c(O)c3ccccc3[nH]c2=O)cc1
  -4	-5	-1.2	-11	2	-14	-10	0.0	i
CCCS(=O)(=O)N1CCCC(C(=O)NCCN(CC)c2ccccc2)C1 (centres undefined)
  -6	0	-0.5	6	-4	4	-1	0.8	i
N#CCCn1cc(C(CC(=O)c2ccc(Br)cc2)C(=O)O)c2ccccc21 (centres undefined)
  1	0	-0.2	-5	-1	6	1	.	i
COc1cc(CN2CCCN(C)CC2)cc([N+](=O)[O-])c1O
  -7	-4	0.3	-1	-3	-10	0	1.6	i
CN(C(=O)CC1C(=O)NCCN1Cc1ccccc1F)C1CCOCC1 (centres undefined)
  -7	-6	-0.7	4	-1	9	4	-1.3	i
Cc1ccc(C[n+]2cc(-c3ccc(Cl)cc3)n3c2CCC3)cc1
  -3	-4	-0.3	-4	6	3	2	-0.8	i
CCNC(=O)c1cccc(NC(=O)c2cc(C3CC3)nc3c2cnn3C(C)C)c1
  2	-1	-0.2	-7	4	-15	1	0.5	i
COc1ccccc1CNC(=O)CCc1nc2ccccc2c(=O)[nH]1
  -4	-2	0.2	-8	-3	-18	-3	-0.5	i
COc1ccc(C2CC2/C(=N/O)c2ccccn2)cc1 (centres undefined)
  -8	-1	-0.3	7	2	-2	-1	-1.1	i
Cc1cccc(NC(=O)N2CCCc3ccccc32)c1C
  -2	-2	0.3	-3	0	-2	1	-0.8	i
O=C(O)c1ccc(CSc2nnc(-c3cccnc3)n2-c2ccc(Br)cc2)cc1
  -5	-9	-0.9	4	-5	-81	21*	0.0	i
O=C1CCN(Cc2ccccc2)CCN1CCSc1ccccc1
  3	3	-0.1	-18	1	-1	3	-0.8	i
CCOC(=O)c1c(NC(=O)COC(=O)Cc2n[nH]c(=O)c3ccccc23)sc(C(=O)N(C)C)c1C
  -6	-1	-0.1	-3	2	6	-4	-1.1	i

# Screens (PubChem)

# Compounds were not picked by outcome; any-hit rate near 4%.
